# Source: PubChem BioAssay (National Center for Advancing Translational Sciences (NCATS))
# HT1080 IDH1KD tx = toxicity to HT-1080 IDH1 knockdown cells (counter line); HT-1080 IDH1 knockdown viability, ATP luminescence, 48 h; 2% of 360,000 active; Potency, µM (titrated, usually from 46.1 µM), for inactives: top-dose activity, negative = toxicity, actives largely listed as cytotoxic;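 further: potency means the concentration at half of the fitted maximal effect; 0% = DMSO wells and -100% = cell-free medium wells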
#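 Viability of IDH1-knockdown HT-1080 fibrosarcoma cells was assessed by CellTiter-Glo after 48 h at 37 °C with titrated compound; concentration-effect curves were classified by fit quality and response size.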
# GLP1R cytotox = cytotoxicity in counter-screen for GLP-1R inverse agonists. HEK293 cAMP-luciferase reporter cells, luminescence, 24 h. Potency, µM (top dose mostly 38.3 µM), for inactives: at the top dose activity change, negative = inhibition, most hits filed as inhibitors. 0.13% of 410,000 active. AID 624418;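 further: loss of luciferase light is scored as toxicity; potency means the concentration at half of the fitted maximal effect; on the % scale 0 is the no-effect control and ±100 the full control effect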
#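 1536-well qHTS counterscreen of the MLSMR; 200 cells/uL, 12 h pre-incubation, 23 nL cpd, 24 h at 37 deg C 5% CO2, luciferase detection reagent, 12 min RT, luminescence. Inhibition = undesired.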
# HT1080-NT tox = kills 2HG-producing HT-1080-NT fibrosarcoma cells; HT-1080-NT fibrosarcoma viability, CellTiter-Glo ATP luminescence, 48 h; Potency, µM (top dose mostly 46.1 µM), for inactives: top-dose activity, negative = less viability, actives largely listed as cytotoxic; 1.6% of 360,000 active; AID 686970;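 further: NT is the 2HG producing partner of a matched IDH1 knockdown line; potency means the concentration at half of the fitted maximal effect; 0% = DMSO-treated cells and -100% = media-only wells without cells; nearly all actives have a fitted effect of over 55% in size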
#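 Compounds were tested in concentration-response format on HT-1080-NT cells for 48 hours at 37 degrees C. Cell viability came from CellTiter-Glo luminescence; curves were classified by r2, response magnitude and activity.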
# D3 ag = agonists of human D3 dopamine receptor | D3R DiscoveRx beta-arrestin cells, luminescence, 90 min | max activation, % | 0.58% of 410,000 active; in the data active means max activation above about 30%; further: 0% is about no effect; mostly tested at two doses, the higher about 12 µM
# Target sequence (P35462 whole entry, looked up): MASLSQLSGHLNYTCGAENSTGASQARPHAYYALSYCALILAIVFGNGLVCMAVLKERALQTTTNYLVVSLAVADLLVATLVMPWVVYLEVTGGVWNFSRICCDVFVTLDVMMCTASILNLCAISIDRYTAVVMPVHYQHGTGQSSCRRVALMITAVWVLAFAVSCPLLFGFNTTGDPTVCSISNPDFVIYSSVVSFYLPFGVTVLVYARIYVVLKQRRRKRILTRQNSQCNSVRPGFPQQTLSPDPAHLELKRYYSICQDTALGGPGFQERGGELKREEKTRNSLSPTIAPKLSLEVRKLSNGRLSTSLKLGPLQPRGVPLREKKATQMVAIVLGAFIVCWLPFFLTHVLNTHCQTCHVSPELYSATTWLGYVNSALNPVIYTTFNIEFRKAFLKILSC
#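 Agonist-mode cell screen: cells plated at 1500/well and incubated overnight at 37 °C, then exposed to library compounds for 90 min at 37 °C. Detection reagent was added for 30–60 min at room temperature, and luminescence was read.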
# SW480 rereplic = induces DNA re-replication in SW480 colon adenocarcinoma cells. AID 624297. SW480 DNA re-replication, Hoechst DNA content imaging, 48 h. Potency, µM (highest dose often 46.1 µM), without a hit: at the top dose re-replication activation, actives largely listed as activators. 1.8% of 340,000 active; further: potency means the concentration at half of the fitted maximal effect; % of control where 0% means no effect; nearly all actives have a fitted effect of over 55% in size
#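 DNA re-replication was detected as more nuclei of elevated Hoechst intensity after 48 hr exposure to compound (23 nL pinned per well of 250 cells).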
# IL1B secr inh = inflammasome signaling inhibition, IL-1 beta readout | activity change, % at 57.5 µM | 4.7% of 360,000 active | THP-1 LPS/ATP IL-1B secretion, AlphaLISA, 16 h; active compounds read low; in the data active means activity change below about -50%; inconclusive means mostly about -30% to -49%; further: on the % scale 0 is the no-effect control and ±100 the full control effect
#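 Secreted IL-1B measured by AlphaLISA bead assay after 16 h compound exposure of THP-1 cells; compounds (final up to 57.5 uM) added 1 h before LPS (250 ng/mL) and ATP (1.25 mM) stimulation; lower signal means less secretion.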
# KB-3-1 tox = KB-3-1 parental cell cytotoxicity; KB-3-1 viability, CellTiter-Glo ATP luminescence, 72 h; Potency, µM (series often up to 46.1 µM), inactives show top-dose activity change, negative = cytotoxic, hits mostly cytotoxic; 1.4% of 400,000 active; further: potency means the concentration at half of the fitted maximal effect; on the % scale 0 is the no-effect control and ±100 the full control effect; nearly all actives have a fitted effect of over 60% in size
#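 Cells are dispensed, compounds pinned in, plates held at 37 °C for 72 h, then CellTiter-Glo is added and luminescence read after 10 minutes. Cell line: parental KB-3-1 in phenol-red-free DMEM, 10% FBS.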
# KB-V1 MDR tox = kills drug-selected multidrug resistant KB-V1 cells. 3.4% of 400,000 active. AID 1347076. Potency, µM (titrated, usually from 46.1 µM), inactives show at the highest dose activity change, negative = cytotoxicity, usual class: cytotoxic. KB-V1 MDR cells viability, CellTiter-Glo, 72 h; further: potency means the concentration at half of the fitted maximal effect; on the % scale 0 is the no-effect control and ±100 the full control effect; nearly all actives have a fitted effect of over 60% in size
#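 In this primary screen, KB-V1 cells overexpressing P-gp are incubated with library compounds (lowest to highest concentration) for 72 h at 37 degrees C before a luminescent ATP viability read.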
# MCF10A rerep = inducers of DNA re-replication in MCF 10A breast cells | Potency, µM (doses to about 46.1 µM), without a hit: at the highest dose activity, positive = re-replication, most hits filed as activators | 2.9% of 350,000 active | MCF 10A DNA re-replication, Hoechst nuclear intensity, 48 h; further: potency means the concentration at half of the fitted maximal effect; % of control where 0% means no effect; nearly all actives have a fitted effect of over 50% in size
# * hit, by the source's call; i = inactive; ? = inconclusive; . = not tested or not shown; [ ] = another dose, or the depositor's remark. Unless noted, the call rests on the fitted dose curve; in most records, active means well fitted curve in the direction sought with a large enough effect; inconclusive means small, poorly fitted or top-dose-only effect, or another doubt; inactive means no such curve, though single readings can be large; an effect the other way counts as inactive or inconclusive.
SMILES,HT1080 IDH1KD tx,GLP1R cytotox,HT1080-NT tox,D3 ag,SW480 rereplic,IL1B secr inh,KB-3-1 tox,KB-V1 MDR tox,MCF10A rerep
O=C(c1cc2ccccc2oc1=O)N(Cc1ccccc1)C1CCS(=O)(=O)C1 (stereo not drawn),1.3%,31.0%,2.0%,-8.8,15.2%,5.5,24.4%,2.3%,-0.2%
O=C(NCc1ccccc1F)C1CCN(S(=O)(=O)c2ccccc2)CC1,-1.0%,40.7%,10.4%,-3.8,0.0%,?,-0.1%,0.2%,-3.2%
Cc1cc(NC2CCCCC2)nc(-c2ccccc2O)n1,-27.8%,-10.6%,-24.5%,5.2,0.1%,2.1,?,?,18.4µM*
CCC(=O)N1c2ccc(S(=O)(=O)NCCc3ccc(OC)c(OC)c3)cc2CC1C (stereo not drawn),-0.6%,-3.7%,8.0%,1.6,-1.0%,-6.3,-1.2%,-2.7%,0.1%
CN(C)C(=O)c1cn(-c2ccc(Cl)cc2)c(=O)c2ccccc12,4.7%,-20.0%,10.7%,-0.3,-81.7%[inhibitor],0.6,-9.6%,-21.7%,-0.8%
COc1ccc(-c2csc(NC(=O)Nc3ccccc3)n2)cc1,-9.7%,8.0%,-3.8%,-1.8,-4.9%,-5.7,-8.8%,9.7%,18.1%
COc1ccc(Cl)cc1NC(=O)C1CC(=O)N(C2CCCCC2)C1 (stereo not drawn),15.1%,-15.7%,-2.8%,-29.9,-1.8%,1.2,.,.,-8.2%
COC(=O)[C@@]12CCCCN1[C@H](c1ccc(SC3CCCCC3)c(OC)c1)[C@@H]1C(=O)N(C)C(=O)[C@@H]12,?,-36.4%,-21.5%,-4.4,29.5%,-24.8,-8.1%,-4.7%,22.5%
O=C(CC1S/C(=N/N=C/c2cccnc2)NC1=O)Nc1ccccc1 (stereo not drawn),-11.6%,-15.6%,-18.1%,3.9,-1.4%,34.4,8.1%,2.5%,17.2%
CC1CCCCC1NC(=O)COC(=O)COc1ccccc1Cl (stereo not drawn),15.0%,-7.4%,-1.1%,3.6,-0.6%,-3.9,-3.7%,1.3%,-5.5%
CNC(=O)c1ccc(CN(C)C(=O)c2cc(C3CC3)nc3c2cnn3C(C)C)cc1,-15.6%,-1.8%,-8.8%,-2.1,.,-23.4,-11.3%,-2.7%,.
CCOC(=O)Cn1c(=S)[nH]c2c(oc3ccc(Cl)cc32)c1=O,6.8%,-1.8%,-1.6%,-0.2,0.9%,0.0,10.5%,1.2%,11.8%
COc1ccccc1C(=O)NC(=S)N1CCCc2ccccc21,4.5%,10.1%,-3.4%,3.3,8.6%,3.4,9.9%,4.4%,-20.1%
COc1cc([C@H]2Oc3c(OC)cc(CCCO[C@@H]4O[C@H](CO)[C@@H](O)[C@H](O)[C@H]4O)cc3[C@@H]2CO)ccc1O,3.9%,-4.1%,-0.4%,0.1,-4.1%,5.1,-4.4%,?,7.8%
O=C(N/N=C/c1ccc(O)cc1)Nc1cccc2nsnc12,?,32.4%[activator],?,5.4,14.6µM*,-97.6*,?,10.6%,?
COc1cccc(C2CC(=O)Nc3c2c(=O)nc2c(C)cccn32)c1OC (stereo not drawn),.,-1.5%,.,9.6,.,.,-1.2%,?,.
Cc1ccnc(NS(=O)(=O)c2ccc(NC(=O)c3cc(-c4ccccc4)nc4ccccc34)cc2)n1,-1.8%,19.4%,-14.2%,-7.1,-2.2%,17.3,0.0%,-11.7%,18.3%
CNC(=O)C1=NCCCc2cc(OC)c(OC)cc21,2.2%,7.3%,14.5%,4.3,-10.6%,20.6,-29.7%,-13.4%,1.6%
C/C(=N\NC(=O)c1cccnc1)c1ccc(-c2ccccc2)cc1,9.9%,-9.6%,-2.0%,-4.2,-31.5%[inhibitor],.,18.2%,-16.1%,-18.5%
COc1ccc(C(=O)Nc2nnc(Cc3ccccc3)s2)c(OC)c1,-4.5%,1.5%,-22.0%,-7.5,1.4%,-9.4,-12.3%,-5.2%,?
CCOc1ccccc1C=NNc1ccc([N+](=O)[O-])cn1,25.2%,9.3%,9.6%,3.5,?,-9.2,10.0%,23.6%,7.0%
COc1ccccc1CC(=O)OCC(=O)N1CCN(c2ccc(F)cc2)CC1,-5.9%,-0.6%,1.3%,-1.5,0.6%,-12.3,-1.0%,-12.4%,3.4%
CCOC(=O)N1CCN(C(=O)/C(=C/c2cccs2)NC(=O)c2ccc(OC)c(OC)c2)CC1,-4.4%,-22.8%,2.3%,0.5,-2.5%,-12.7,2.6%,-19.9%,-0.9%
O=C(Nc1ccc(Cl)cc1)Nc1cccc(C(=O)O)c1,-1.7%,0.5%,5.1%,10.1,-6.6%,-6.5,11.1%,2.1%,-2.9%
Cc1c(N(C(=O)CNC(=O)c2ccccc2)C2(C(=O)NC3CCCC3)CCCCC2)c(=O)n(-c2ccccc2)n1C,11.0%,5.5%,4.4%,0.1,7.8%,13.4,3.9%,2.0%,15.4%
CC(=O)N1N=C(c2ccco2)CC1c1cccs1 (stereo not drawn),7.8%,-2.8%,0.0%,0.6,-2.4%,7.2,7.4%,9.6%,-3.1%
Cc1cc(NC(=O)CSc2nnnn2-c2ccc(F)cc2)no1,1.0%,9.8%,-1.3%,-1.4,-5.4%,18.1,7.6%,16.9%,-7.1%
CC1(C(=O)Nc2ccc3[nH]ncc3c2)CCN1C(=O)CCc1ccccc1 (stereo not drawn),18.6%,8.1%,15.7%,6.6,.,-7.4,0.0%,3.7%,.
Nc1nnc(Cc2ccc(Cl)cc2)s1,6.8%,-12.7%,7.5%,9.5,4.4%,6.9,-7.4%,-12.7%,-3.9%
CN1CCN(C(=O)c2cnn3c(C(F)(F)F)cc(-c4cccs4)nc23)CC1,0.0%,16.9%,4.3%,-6.3,-479.0%[inhibitor],-2.3,18.2%,-1.2%,-4.3%
Cc1ccccc1CSCCNC(=O)Nc1ccccc1,8.1%,-11.3%,5.7%,-1.4,?,-15.4,-0.3%,1.1%,1.4%
OCCC1CN(Cc2cccn2-c2cccnc2)CCN1CCc1ccccc1 (stereo not drawn),-5.7%,-14.1%,-11.7%,-5.2,-1.5%[1.84 µM],8.9,-2.9%,-11.9%,?
COc1ccc(Cl)cc1NC(=O)c1[nH]nc(OC)c1[N+](=O)[O-],0.4%,1.4%,2.5%,-0.4,-3.8%,50.2,9.9%,15.4%,13.9%
O=C(Nc1cccc(C(=O)N2CCCc3ccccc32)c1)c1ccccc1,23.1µM*,?,?,1.3,?,5.7,?,20.6µM*,14.6µM*
COc1ccccc1NC(=O)c1c(Br)cnn1C,-0.2%,-7.1%,17.6%,4.0,?,-5.7,?,?,1.2%
Nn1c(SCC(=O)NC2CCS(=O)(=O)C2)nc2scc(-c3ccccc3)c2c1=O (stereo not drawn),-2.2%,4.9%,-1.1%,12.5,10.7%,-20.6,18.2%,1.7%,10.3%
CCn1c(CNC(=O)C23CC4CC(CC(C4)C2)C3)nnc1SCC(=O)Nc1nnc(C)s1,14.9%,10.1%,12.3%,0.4,-4.8%,24.3,24.6%,43.0%,-0.2%
CCn1nnc(NC(=O)c2sc3ccccc3c2Cl)n1,0.3%,12.3%,12.8%,-2.7,-0.9%,2.5,3.5%,0.1%,-2.2%
O=C(COc1ccccc1-c1ccccc1)NN=C1CCCC1,?,-14.0%,?,-3.6,?,57.3,0.7%,?,?
Cc1ccc(C)c(NC(=O)NNC(=O)c2cc3ccccc3cc2O)c1,18.3%,56.8%[activator],2.8%,-0.4,-24.8%,i,1.3%,-2.7%,14.6µM*
COc1ccc(NC(=O)CSCC(=O)N(C)CC(=O)Nc2cccc3ccccc23)cc1,-21.6%,-15.7%,?,3.8,-281.0%[inhibitor],15.5,9.0%,18.1%,3.2%
CC(C)(C)c1ccc(OCCSc2nc3ccccc3n2CC(=O)O)cc1,-2.6%,-27.9%,-19.2%,3.2,-8.4%,38.9,2.0%,?,13.9%
CCc1cc(C(=O)Nc2nnc(C3CC3)s2)sc1C,2.8%,2.1%,19.5%[9.24 µM],-2.6,-8.1%,-22.9,5.7%,8.2%,20.6%
COc1ccccc1-c1nc(SCC(=O)c2ccc(Cl)cc2)n[nH]1,.,-0.8%,.,-8.8,.,.,?,0.0%,.

# Some of these compounds in order of heavy-atom count, descending.
SMILES,HT1080 IDH1KD tx,GLP1R cytotox,HT1080-NT tox,D3 ag,SW480 rereplic,IL1B secr inh,KB-3-1 tox,KB-V1 MDR tox,MCF10A rerep
Nn1c(SCC(=O)NC2CCS(=O)(=O)C2)nc2scc(-c3ccccc3)c2c1=O (stereo not drawn),-2.2%,4.9%,-1.1%,12.5,10.7%,-20.6,18.2%,1.7%,10.3%
O=C(Nc1cccc(C(=O)N2CCCc3ccccc32)c1)c1ccccc1,23.1µM*,?,?,1.3,?,5.7,?,20.6µM*,14.6µM*
Cc1ccc(C)c(NC(=O)NNC(=O)c2cc3ccccc3cc2O)c1,18.3%,56.8%[activator],2.8%,-0.4,-24.8%,i,1.3%,-2.7%,14.6µM*
COc1ccccc1-c1nc(SCC(=O)c2ccc(Cl)cc2)n[nH]1,.,-0.8%,.,-8.8,.,.,?,0.0%,.
COc1ccc(Cl)cc1NC(=O)c1[nH]nc(OC)c1[N+](=O)[O-],0.4%,1.4%,2.5%,-0.4,-3.8%,50.2,9.9%,15.4%,13.9%
Cc1ccccc1CSCCNC(=O)Nc1ccccc1,8.1%,-11.3%,5.7%,-1.4,?,-15.4,-0.3%,1.1%,1.4%
CCn1nnc(NC(=O)c2sc3ccccc3c2Cl)n1,0.3%,12.3%,12.8%,-2.7,-0.9%,2.5,3.5%,0.1%,-2.2%
